Screens as filed in PubChem.
TEAD-YAP block: TEAD-YAP interaction inhibition. HEK-TIYL cells, TEAD-Gal4/YAP UAS-luciferase luminescence. inhibition, % at 9.12 µM. 640,000 compounds, 1.4% hits. AID 1259422; in the data active = inhibition above about 32%;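 also: 0% = median of test compound wells and 100% = reference inhibitor wells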
GPR151 ag: activators of human GPR151. Q8TDV0. PathHunter beta-arrestin GPR151 cells, luminescence. activation, % at 11.2 µM. 650,000 compounds, 1% hits. AID 1508602; in the data active = activation above about 4.9%;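 also: 0% = median of compound wells and 100% = cells with positive control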
Target sequence (Q8TDV0 whole entry, looked up): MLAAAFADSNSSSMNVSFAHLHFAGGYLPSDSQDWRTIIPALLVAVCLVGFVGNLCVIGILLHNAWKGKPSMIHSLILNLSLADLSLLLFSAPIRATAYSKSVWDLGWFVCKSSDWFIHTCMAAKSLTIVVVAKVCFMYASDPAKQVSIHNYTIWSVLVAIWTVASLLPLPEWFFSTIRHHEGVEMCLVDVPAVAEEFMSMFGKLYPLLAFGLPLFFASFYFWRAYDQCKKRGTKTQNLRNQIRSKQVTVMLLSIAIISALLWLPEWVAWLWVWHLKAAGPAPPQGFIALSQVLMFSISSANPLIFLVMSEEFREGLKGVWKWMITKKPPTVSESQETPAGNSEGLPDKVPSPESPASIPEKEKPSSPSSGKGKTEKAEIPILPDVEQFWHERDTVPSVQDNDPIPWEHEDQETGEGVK
FBW7 activator: human FBW7 E3 ligase activation, primary screen; Q969H0; AlphaScreen FBW7–phospho-cyclin E peptide binding, activator screen; normalized activity (activation), % at 26.1 µM; 650,000 compounds, 0.13% hits; in the data active = normalized activity above about 1.9%;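 also: purified mutant Fbw7 with reduced substrate affinity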
MITF inh: human MITF inhibition, primary screen; AlphaScreen MITF homodimerization, bead proximity signal; inhibition, % at 2.6 µM; 650,000 compounds, 0.91% hits; in the data active = inhibition above about 50%;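 also: 0% = vehicle wells with protein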
Target sequence (O75030 whole entry, looked up): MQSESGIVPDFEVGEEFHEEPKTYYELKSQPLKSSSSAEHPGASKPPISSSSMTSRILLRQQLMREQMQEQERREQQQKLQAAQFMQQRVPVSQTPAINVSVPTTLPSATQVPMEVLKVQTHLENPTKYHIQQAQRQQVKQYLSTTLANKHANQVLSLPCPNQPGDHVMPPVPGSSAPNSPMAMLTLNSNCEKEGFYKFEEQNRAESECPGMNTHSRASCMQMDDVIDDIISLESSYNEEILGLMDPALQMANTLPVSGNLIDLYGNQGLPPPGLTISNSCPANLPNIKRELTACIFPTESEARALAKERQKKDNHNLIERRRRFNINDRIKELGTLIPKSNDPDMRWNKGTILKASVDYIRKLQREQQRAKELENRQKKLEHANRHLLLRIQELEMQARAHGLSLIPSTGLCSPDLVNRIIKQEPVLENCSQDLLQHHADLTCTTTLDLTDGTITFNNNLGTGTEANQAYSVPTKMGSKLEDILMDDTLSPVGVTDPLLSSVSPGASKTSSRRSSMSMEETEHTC
An asterisk follows results filed as active; & = joins results of further samples.

structure,TEAD-YAP block,GPR151 ag,FBW7 activator,MITF inh
CCN1CCCC1CNC(=O)c1cc(-c2ccc(Cl)cc2)cc(-n2cnnn2)c1 (stereo not drawn),7,0.4,-0.3,-12
CN1CCN(c2cc(-c3ccccc3F)nc(-c3ccccc3)n2)CC1,3,-1.9,0.6,10
O=[N+]([O-])c1cc(Cl)c(O)c(NS(=O)(=O)/C=C/c2ccccc2)c1,-4,0.3,-0.2,-13
O=C(Nn1c(-c2ccncc2)nc2ccccc2c1=O)c1ccccc1Br,4,-0.8,0.0,11
CCOC(=O)C1C(=O)c2ccccc2C1=O,-2,0.7,-0.1,8
CN1C(=O)N2CN(C3CCCCC3)CN3C(=O)N(C)C1C23 (stereo not drawn),12,1.5,-0.2,-4
Cn1c(C(=O)NC2CCCC2)cc2oc3ccccc3c21,-22,0.4,0.0,6
Cc1cccc(NC(=O)c2cc(S(=O)(=O)NC3CCCCCC3)ccc2F)c1C,17,2.0,0.0,26
CN(CC(=O)Nc1ccc(F)cc1)S(=O)(=O)c1cccc2cccnc12,0,-0.2,0.9,5
C#CCn1c(=NC(=O)c2cc(OC)c(OC)c(OC)c2)sc2cc(OCC)ccc21,5,-0.1,0.0,5
Cn1c(CCNCc2c(C(=O)N3CCCC3)nc3ccccn23)nc2ccccc21,-3,0.8,0.0,6
C=CCn1c(SCCC(=O)O)nc2c1c(=O)n(C)c(=O)n2C,-5,-0.3,0.0,2
COc1ccc(-c2nc3n(n2)C(c2ccc(OC)cc2OC)C(C(N)=O)=C(C)N3)cc1 (stereo not drawn),-2,7.4*,-0.1,-2
Cc1ccc(SCC(=O)NNC(=O)CCc2nc3ccccc3s2)cc1,2,0.3,-0.2,-1
O=C(CC(CC(=O)NCc1ccco1)c1ccccc1)NCc1ccco1,-3,2.4,0.0,8
O=C(NCc1ccco1)c1ccc2c(=O)n(CC3CCCO3)c(SCc3cccc([N+](=O)[O-])c3)nc2c1 (stereo not drawn),-5,-1.4,0.2,-9
CC(C)NC(=O)CCCn1nnc2ccccc2c1=O,-10,1.3,0.3,4
COc1ccc(S(=O)(=O)N2CCOC2CNC(=O)C(=O)NCC(C)C)cc1OC (stereo not drawn),-11,-0.6,-0.6,-4
Nc1ncnc2c1C1(CCCCC1)Cc1ccccc1-2,7,-0.6,-0.2,-12
Cn1cccc1/C=C(/C#N)c1cccc(F)c1,14,1.2,-0.3,-7

Further entries:
structure,TEAD-YAP block,GPR151 ag,FBW7 activator,MITF inh
COc1cc(CNCc2ccccc2)cc(Br)c1OCC(=O)NC(C)(C)C,-2,-0.8,0.8,6
CCc1ccc(OCc2nc(-c3ccc(C)cc3)no2)cc1,-19,0.2,1.1,22
O=c1c2c3c(sc2nc(SCc2ccc(Br)cc2)n1-c1ccccc1)CCC3,3,-2.0,0.1,17
O=C(Nc1ccccc1)c1ccccc1OCC1CO1 (stereo not drawn),4,1.3,0.0,2
Cc1cc2nnc(SCC(=O)N3c4ccccc4CC3C)n2c(N)n1 (stereo not drawn),3,0.6,0.0,-4
CCCCSC1=C(C#N)C(=O)NC(CC(C)C)S1 (stereo not drawn),1,0.1,0.2,21
Cc1ccccc1S(=O)(=O)/N=C(/c1ccccc1)N(C)C,11,-0.6,0.4,1
O=C1NC2(CCN(Cc3cc(Cl)ccc3O)CC2)Oc2ccccc21,-6,1.1,0.0,-1
Cc1ccc(OC(=O)Nc2ccccc2C)cc1C,2,-2.3,0.9,13
O=C(CCc1ccccc1)Nc1nccs1,-49,4.3,0.2,-2
COc1ccc(Cc2nnc(NC(=O)C(C)(C)C)s2)cc1,0,2.1,0.0,-3
COc1ccc(OC)c(C2C(C(C)=O)=C(O)C(=O)N2CCN(C)C)c1 (stereo not drawn),2,1.0,-0.1,16
CCOC(=O)c1c(CN2CCN(CC#N)CC2)n(-c2ccccc2)c2cc(Br)c(OC(C)=O)cc12,4,0.1,-0.1,12
CC(=O)N1CCc2c(sc(NC(=O)CN3C(=O)c4ccccc4C3=O)c2C(N)=O)C1,6,1.3,0.0,-13
Cc1cccc(-n2ncc3c(N4CCC(Cc5ccccc5)CC4)ncnc32)c1,-8,1.5,0.0,12
COc1ccc(C(=O)NNC(=O)c2ccccc2Br)cc1[N+](=O)[O-],-6,0.0,-0.1,-1
Cc1ccc(C(=O)Nc2ccc3[nH]c(=O)[nH]c3c2)c(C)c1,12,-1.3,0.2,15
COc1ccc(-n2c(SCC(=O)Nc3cccc(OC)c3)nc3n[nH]c(C)c3c2=N)cc1,-13,-0.7,0.2,-2
COc1cccc(CNC(=O)c2ccc(CS(=O)c3ccccc3)o2)c1 (stereo not drawn),1,1.9,0.4,5
COc1ccc(NS(=O)(=O)c2ccc3c(c2)C(=NO)c2cc(S(=O)(=O)Nc4ccc(OC)cc4)ccc2-3)cc1,-7,0.3,-0.1,-5

Some of these compounds in order of heavy-atom count, high to low.
structure,TEAD-YAP block,GPR151 ag,FBW7 activator,MITF inh
CC(=O)N1CCc2c(sc(NC(=O)CN3C(=O)c4ccccc4C3=O)c2C(N)=O)C1,6,1.3,0.0,-13
COc1cccc(CNC(=O)c2ccc(CS(=O)c3ccccc3)o2)c1 (stereo not drawn),1,1.9,0.4,5
O=C1NC2(CCN(Cc3cc(Cl)ccc3O)CC2)Oc2ccccc21,-6,1.1,0.0,-1
O=C(Nc1ccccc1)c1ccccc1OCC1CO1 (stereo not drawn),4,1.3,0.0,2

Later entries.
structure,TEAD-YAP block,GPR151 ag,FBW7 activator,MITF inh
COc1cc(/C=C2/C(=O)N(c3ccc(Cl)c(Cl)c3)N=C2C)ccc1OC(C)C,5,-1.6,-0.1,6
COc1ccc(/C=N/NC(=O)c2cc(Br)ccc2O)cc1,-9,-1.8,0.1,3
CCC(C)(C)Nc1c(-c2cnc(N(C)C)nc2)nc2cnccn12,-32,-0.6,-0.2,-4
CCC(C)NC(=S)Nc1ccc2nc(N3CCOCC3)cc(C)c2c1 (stereo not drawn),-33,0.0,0.1,-11
CCOc1ccc(-c2nnc(-c3cccnc3)o2)cc1OCC,-17,0.0,-0.1,14
CCOc1ccc(-c2cn(-c3ccc(C)cc3)c(SCC(=O)c3ccccc3)n2)cc1,-11,-0.5,-0.3,4
CCOC(=O)C1=C(C)N(CCOC)C(=O)/C1=C\c1ccco1,16,-0.2,1.2,20
Cc1cc(C)c2nc(C(F)(F)F)[nH]c(=O)c2c1,-2,0.5,0.3,20
C=CCNC(=O)C(Cc1ccc([N+](=O)[O-])cc1)N1C(=O)c2ccccc2C1=O (stereo not drawn),7,0.5,-0.1,-1
COc1ccc(CN2CCC(C(=O)NCCc3ccccc3)CC2)cc1,0,0.7,0.1,36
COc1ccc(N(CC(=O)NCCc2ccccc2)S(=O)(=O)c2cccnc2)cc1,7,-0.9,0.1,-5
COC(=O)c1ccc(NC(=O)C2CC(=O)N(Cc3ccccc3)C(=Nc3ccc(Cl)cc3)S2)cc1 (stereo not drawn),-7,1.0,-0.2,-8
CCc1cc(=O)[nH]c(-n2ncc(C(=O)NCCC3=CCCCC3)c2C)n1,0,0.2,-0.6,-16
Cc1cccc(C(=O)N/N=C\c2cccc(Cl)c2)c1,-21,0.2,0.1,21
O=C(CNc1cccc(Br)c1)N/N=C/c1ccc(O)cc1O,25,-0.6,-0.4,8
OCCNc1nc(-c2csc3ccccc23)nc2c1ncn2C1CCCCC1,11,2.2,0.2,6
CCOc1ccc2[nH]c(=O)c(CN(CCO)C(=O)c3ccccc3OC)cc2c1,-2,1.1,0.0,-1
Cc1cc(C)nc(CCNCc2c(C(=O)N3C[C@@H](C)O[C@@H](C)C3)nc3sccn23)n1,8,1.0,-0.1,-4
CC(/C=C/c1ccc(N(C)C)cc1)=N\N=C1/NC(=O)CC(C(=O)Nc2ccccc2)S1 (stereo not drawn),-21,0.7,-0.3,-1
O=C(Nc1cccc(C(=O)N2CCOCC2)c1)c1ccc([N+](=O)[O-])cc1,-10,3.0,-0.3,15

2 successive compounds from above:
structure,TEAD-YAP block,GPR151 ag,FBW7 activator,MITF inh
O=C1NC2(CCN(Cc3cc(Cl)ccc3O)CC2)Oc2ccccc21,-6,1.1,0.0,-1
Cc1ccc(OC(=O)Nc2ccccc2C)cc1C,2,-2.3,0.9,13

Additional records:
structure,TEAD-YAP block,GPR151 ag,FBW7 activator,MITF inh
Cc1nc(NCc2cnn(-c3ccccc3)c2)sc1-c1ccn(CCO)n1,-2,0.2,-0.1,14
CCCn1c(=N)c(C(=O)NCCOC)cc2c(=O)n3cccc(C)c3nc21,19,1.2,-0.3,10
CC(Oc1ccccc1)C(=O)N[C@@H]1C(=O)N2[C@@H]1SC(C)(C)[C@@H]2C(=O)O (stereo partly drawn),-1,-2.7&-0.5,-0.1&0.7,-2&0
CC(C)(C)c1ccccc1OCC(=O)Nc1nc(-c2ccccc2)cs1,-2,-0.4,-0.2,-10
O=C(/C=C/N1CCCCC1)c1cccs1,-70,-2.0,0.0,13
CC(C(=O)N1CCC(CCC(=O)NCc2ccc(F)cc2)CC1)N1CCCC1=O (stereo not drawn),4,1.4,0.1,10
C=CCN1C(=O)OC(C)(CCC=C(C)C)C1(C)O (stereo not drawn),0,0.2,0.0,0
O=C(Cn1c(=O)oc2ccccc21)NCCSCc1ccccc1,13,0.6,-0.1,2
CCOC(=O)c1c(NC(=O)CC)sc2c1CCC(C)C2 (stereo not drawn),4,-0.9,0.4,7
COc1ccc(-c2nc3ccccc3c(=O)n2NC(=O)c2ccc(C)c(C)c2)cc1,3,0.8,-0.3,-2
Cc1cc(OC(=O)C23CC4CC(CC(C4)C2)C3)c([N+](=O)[O-])c(=O)[nH]1,-1,0.9,0.0,9
COc1ccc(-n2nnnc2SCC(N)=O)cc1OC,6,-0.1,0.4,-1
O=C(N/N=C/c1c[nH]c2ccccc12)c1ccn[nH]1,-30,2.3,-0.2,7
Cc1nc2ccc(C(=O)NCCC3=CCCCC3)cc2s1,-56,1.2,0.0,-12
COc1ccccc1-c1cnc2c(NC3CCC(O)CC3)nccn12 (stereo not drawn),50*,-0.2,-0.4,14
O=C(O)C1C(=O)NCC1c1ccccc1 (stereo not drawn),3,0.5,-0.1,5
CCOc1cc(/C=C2\C(=O)ON=C2c2ccccc2)cc([N+](=O)[O-])c1O,3,-0.2,-0.3,29
CNC(=O)Cc1ccc(NS(=O)(=O)c2ccc(F)cc2C)cc1,1,-0.7,-0.1,-12
CCc1nnc(NC(=O)COc2ccc(Cl)cc2)s1,0,0.1,0.0,6
CCc1ccc(OCC(O)Cn2c(NN)nc3c2c(=O)[nH]c(=O)n3C)cc1 (stereo not drawn),-3,-1.0,0.4,-3

(cont.)
structure,TEAD-YAP block,GPR151 ag,FBW7 activator,MITF inh
O=c1c(/C=N/NS(=O)(=O)c2ccc(Cl)cc2)coc2ccc(Cl)cc12,7,-0.9,0.1,-9
COc1ccc(S(=O)(=O)N(CC(=O)N2CCC(C)CC2)c2ccc(C)cc2)cc1OC,1,0.5,-0.1,1
Cc1oc(-c2cccc(F)c2)nc1CSCC(=O)N1CCN(c2ccccc2)CC1,3,-0.2,-0.1,19
Cc1nc(-c2cccc(NC(=O)c3ccc(Cn4ccnc4)cc3)c2)cs1,6,1.0,0.0,2
COc1ccc(NC(=O)Cn2nnc(-c3ccccc3NC(=O)c3cccc(C)c3)n2)cc1,-8,-0.6,0.2,6
CCOc1ccc2nc3sc(C(=O)Nc4ccc([N+](=O)[O-])cc4OC)c(N)c3cc2c1,5,0.2,0.0,-7
O=C(N/N=C/c1cccc([N+](=O)[O-])c1)/C(=C/c1ccc2c(c1)OCO2)NC(=O)c1ccco1,18,-0.5,0.8,10
CCOC(=O)NC(Nc1ccc(Cl)cn1)(C(F)(F)F)C(F)(F)F,-1,-0.2,-0.1,-3
COc1ccc2c(c1)N(S(=O)(=O)c1ccc(C)cc1)CCC2=O,28,0.0,0.0,9
O=C1C/C(=N\NC(=S)NC2CCCCC2)c2ccccc21,-7,-1.3,0.3,18
CCOc1ccc(Oc2cc(NC(=O)Cn3c4ccccc4c(=O)c4ccccc43)cc([N+](=O)[O-])c2)cc1,-12,-1.0,0.0,-8
